D1 agonist: Allosteric Agonists of the Human D1 Dopamine Receptor: qHTS; activation, % at 2 µM; hit rate 1% among 360,000; D(1A) dopamine receptor (Homo sapiens), P21728; HEK293 T-REx D1 cells, calcium flux, agonist mode; in the data active means activation above about 30%; further: 0% is about no effect
Target sequence (P21728 whole entry, looked up): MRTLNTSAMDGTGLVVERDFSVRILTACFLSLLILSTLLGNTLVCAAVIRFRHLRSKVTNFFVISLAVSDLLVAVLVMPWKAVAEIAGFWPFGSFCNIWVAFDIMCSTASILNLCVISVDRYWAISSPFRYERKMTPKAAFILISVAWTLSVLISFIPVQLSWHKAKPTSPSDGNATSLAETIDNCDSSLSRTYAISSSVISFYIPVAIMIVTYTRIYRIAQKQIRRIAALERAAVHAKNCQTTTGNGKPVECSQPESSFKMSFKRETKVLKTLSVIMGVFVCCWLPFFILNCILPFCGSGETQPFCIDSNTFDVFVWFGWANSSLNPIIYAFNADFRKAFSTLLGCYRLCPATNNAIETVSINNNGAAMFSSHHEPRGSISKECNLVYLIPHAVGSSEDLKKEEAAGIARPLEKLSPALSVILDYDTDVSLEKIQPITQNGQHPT
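Tetracycline-induced HEK293 TREx D1 cells, force-coupled to calcium signalling, were dye-loaded with a no-wash calcium kit. Compound was pin-added after a 10 s baseline. Fluorescence was read kinetically at 1 cycle/s for 180 s, with calcium rises flagged as agonism.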
RXFP1 antagonist: qHTS Assay for Antagonists of the Relaxin Receptor RXFP1 | activity change, negative = inhibition, % at 57.5 µM | hit rate 0.59% among 350,000 | HEK293-RXFP1, relaxin-stimulated cAMP HTRF, 30 min; hits give low values | AID 1259400, 2018;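 active means activity change of -60% or lower, but not beyond a set lower limit; inconclusive means change between -60% and -40%, or beyond the set limit; inactive means change above -40%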; further: on the % scale 0 is the no-effect control and ±100 the full control effect
TRHR PAM: qHTS for Small Molecule Agonists and Allosteric Enhancers of Human TRH Receptor: Primary Screen for Enhancers. AID 493056, 2011. Thyrotropin-releasing hormone receptor (Homo sapiens), P34981. enhancement, % at 2 µM. hit rate 0.66% among 360,000. TRHR cells, fluo-8 calcium fluorescence, EC20 TRH enhancement; in the data active means enhancement above about 30%; further: 0% is about no effect
Target sequence (P34981 whole entry, looked up): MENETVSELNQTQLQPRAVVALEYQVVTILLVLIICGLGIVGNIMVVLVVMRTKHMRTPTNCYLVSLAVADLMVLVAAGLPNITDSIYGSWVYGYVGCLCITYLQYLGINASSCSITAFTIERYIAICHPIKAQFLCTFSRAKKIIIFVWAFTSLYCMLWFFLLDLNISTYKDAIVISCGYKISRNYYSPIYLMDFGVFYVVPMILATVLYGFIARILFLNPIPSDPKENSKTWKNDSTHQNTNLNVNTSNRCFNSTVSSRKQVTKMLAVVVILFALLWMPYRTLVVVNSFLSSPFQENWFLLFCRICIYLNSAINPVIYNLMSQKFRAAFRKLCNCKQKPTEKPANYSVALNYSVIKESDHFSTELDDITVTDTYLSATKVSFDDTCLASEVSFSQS
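Enhancer read-out: after compound pinning and an initial kinetic agonist-mode read, an EC20 of TRH (10 nM final) was injected and fluo-8 calcium signal (Ex 480/Em 530) followed at 1 s/cycle for 100 cycles in TRHR-expressing cells.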
D2 potentiator: HTS Assay for Positive Allosteric Modulators of the Human D2 Dopamine Receptor: Primary Screen for Potentiators. D(2) dopamine receptor (Homo sapiens), P14416. HEK293 T-REx D2, calcium flux, EC20 dopamine potentiation. potentiation, % at 10 µM. hit rate 0.34% among 340,000;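 active means potentiation over 3 SD above the plate norm, cut at about 30% in these data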; further: 0% is about no effect
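Tetracycline-induced HEK293 T-REx cells force-coupled to calcium signalling expressed D2; compounds were pin-added after a 10 s baseline, read kinetically 180 s, then an EC20 dopamine challenge followed with a further 180 s calcium read.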
RXFP1 agonist: qHTS Assay for Agonists of the Relaxin Receptor RXFP1. HEK293T-RXFP1 cAMP TR-FRET, 30 min; response scale: percent of porcine relaxin response, buffer zero. Potency, µM (titrated, usually from 57.5 µM), for the others: top-dose activation, hits mostly activators. hit rate 0.3% among 370,000. Relaxin receptor 1 (Homo sapiens), Q9HBX9; active means well fitted activation curve with a large enough effect; inconclusive means small, poorly fitted or top-dose-only effect; further: potency means the concentration at half of the fitted maximal effect; on the % scale 0 is the no-effect control and ±100 the full control effect; nearly all actives have a fitted effect of over 60% in size; many of its hits are not listed in these tables
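HEK293T cells stably expressing RXFP1 were pretreated with the PDE4 inhibitor Ro 20174, exposed to compounds for 30 min at 37C, lysed, and cAMP was read by TR-FRET. Data normalized to buffer (basal) and 29 nM porcine relaxin (100%).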
D1 antag: Antagonist of Human D 1 Dopamine Receptor: qHTS. hit rate 3.2% among 360,000. HEK293 TREx D1 cells, calcium flux, dopamine EC80; hits give low values. AID 504652, 2011. activity change, negative = inhibition, % at 10 µM. D(1A) dopamine receptor (Homo sapiens), P21728; in the data active means activity change below about -30%; further: on the % scale 0 is the no-effect control and ±100 the full control effect
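Allosteric or orthosteric antagonism assessed as attenuation of the calcium response to EC80 dopamine, added 180 s after compound, in induced HEK293 Trex D1 cells loaded with no-wash calcium dye.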
D1 PAM: Potentiators of Human D1 Dopamine Receptor: qHTS | hit rate 0.036% among 360,000 | potentiation, % at 10 µM | HEK293 TREx D1 cells, calcium flux, dopamine EC20 potentiation | AID 504651, 2011; in the data active means potentiation above about 30%; further: 0% is about no effect
D2 agonist: HTS Assay for Allosteric Agonists of the Human D2 Dopamine Receptor: Primary Screen for Agonists; AID 485358, 2010; activation, % at 2 µM; HEK293 T-REx D2 cells, calcium flux agonist mode; hit rate 0.53% among 340,000; D(2) dopamine receptor (Homo sapiens), P14416;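 active means activation over 3 SD above normal in the single-dose calcium agonist read, cut at about 30% in these data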; further: 0% is about no effect
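In this primary screen, compounds producing a positive calcium signal within 180 s of addition to tetracycline-induced, force-coupled HEK293 Trex D2 cells are flagged; cells are dye-loaded with a no-wash calcium kit beforehand.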
D2 antagonist: HTS Assay for Allosteric Antagonists of the Human D2 Dopamine Receptor: Primary Screen for Antagonists; D(2) dopamine receptor (Homo sapiens), P14416; HEK293 TREx D2 cells, calcium flux, dopamine EC80; inhibition, % at 10 µM; hit rate 2% among 340,000; AID 485344, 2010; in the data active means inhibition above about 30%; further: 0% is about no effect
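Read-out: kinetic calcium fluorescence (1 cycle/s) in inducible HEK293 T-REx D2 cells after an EC80 dopamine addition that followed 180 s compound preincubation. Loss of the dopamine response indicates antagonism.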
* = called active by the depositor; ? = inconclusive; . = no result given.

#	Structure	D1 antag	RXFP1 agonist	D1 agonist	D2 antagonist	D1 PAM	D2 potentiator	D2 agonist	RXFP1 antagonist	TRHR PAM
1	O=C(Cn1c2[n+](c3ccc(C(F)(F)F)cc31)CCCCC2)c1cccc([N+](=O)[O-])c1	-5	0.2%	2	35*	1	-22	0.6	1	6
2	C/C(=N/Nc1nc(-c2ccccc2F)nc2ccccc12)c1ccccc1O	28	3.8%	9	6	7	-7	3.9	2	4
3	O=C(Nc1ccc2c(c1)CCC2)c1cccc(S(=O)(=O)N2CCN(c3ccccc3)CC2)c1	3	1.6%	1	-2	-3	-3	0.4	-8	-3
4	O=C(COC(=O)C12CC3CC(CC(C3)C1)C2)Nc1nc2c(F)c(F)c(F)cc2s1	-5	1.0%	4	15	-2	5	4.2	-30	-1
5	O=[N+]([O-])c1ccc(N/N=C\c2cccnc2)nc1	-12	-2.0%	1	-9	0	-4	-1.1	0	2
6	O=[N+]([O-])c1cnn2cc(Br)cnc12	2	1.5%	3	7	0	7	1.4	5	3
7	CN(C)c1nn(C(=O)Nc2ccc(Cl)cc2Cl)cc1-c1ccccc1	-16	-0.3%	3	5	-6	5	-1.2	6	4
8	O=C(NCCc1ccccn1)c1nc(Cn2ccc([N+](=O)[O-])n2)no1	-8	0.9%	3	13	.	-5	2.0	1	-3
9	CC(=O)Nc1cccc(NC(=O)c2cc3c(=O)n4cccc(C)c4nc3n2C)c1	-1	-3.9%	5	.	-2	-3	-1.7	10	-2
10	O=C(Nc1cccc(F)c1)C1CCN(C(=O)N2CCOc3ccccc32)CC1	18	1.1%	8	-24	0	-9	0.2	-7	15
11	COc1ccc(C(=O)Nc2cccnc2)cc1	-9	0.1%	7	10	-4	-16	-0.4	-16	-3
12	O=C(CSc1nc2ccccc2n1Cc1cccc(C(F)(F)F)c1)NCc1ccccc1	-2	0.6%	28	.	0	5	2.5	.	4
13	Cn1cnnc1-c1cccc(NC(=O)c2cc(F)c(F)cc2Cl)c1	-5	4.6%	0	-5	-4	-8	0.4	9	-2
14	CC(C)Cc1nc2oc3c(Cl)ncnc3c2c2c1CCCC2	-3	1.7%	2	6	-13	8	1.3	-11	0
15	Cc1cc(-c2csc(NC(=O)c3ccccc3C(F)(F)F)n2)c(C)n1Cc1ccccc1	2	1.8%	2	-1	-4	0	0.8	-31	-4
16	O=[N+]([O-])c1ccc(CSc2nnc(-c3cnccn3)o2)cc1	-8	2.2%	2	2	-1	1	0.3	-1	-1
17	CCC(CC)c1nnc(NC(=O)c2ccc3c(c2)OCO3)s1	-6	0.8%	3	-24	-5	-1	-1.0	5	10
18	Cc1ccc(S(=O)(=O)N(C)/N=C/C=C/c2ccccc2)cc1	-9	-2.0%	2	-15	5	6	-0.9	-17	7
19	COc1ccc(CNC(=O)c2nccnc2CO)cc1	-3	-0.1%	1	-9	1	-2	-0.3	-5	1
20	CCCC(=O)Nc1ccc(C(N)=O)cc1	-21	2.0%	2	.	-3	-7	.	1	-4
21	CCCCOC(=O)Nc1nc2ccc([N+](=O)[O-])cc2s1	-5	-0.5%	2	5	1	-6	0.2	-6	-2
22	CCOc1ccc(CCNc2nc3c(c(=O)n(C)c(=O)n3C)n2CC)cc1OCC	-31*	2.4%	6	4	-10	.	0.1	17	-2
23	Cc1ccnc(NC(=O)c2cccc(NC(=O)Cc3ccccc3)c2)c1	-9	0.5%	1	1	-5	0	-0.7	-11	-8
24	CCc1nn2c(=O)cc(COC(=O)c3cccs3)nc2s1	7	1.9%	5	.	-6	19	0.4	9	3
25	CCn1c2ccccc2c2cc(NC(=O)COC(=O)c3cccc(S(=O)(=O)NC)c3)ccc21	-2	2.5%	-1	-5	-9	-13	-0.1	7	0
26	CCOC(=O)C1CCN(CC(O)COc2ccc(C(C)=O)cc2)CC1 (stereo not drawn)	-4	0.9%	2	31*	0	-15	41*	.	-1
27	CCOC(=O)N1CCN(S(=O)(=O)c2ccc(C)cc2)C1c1ccccc1 (stereo not drawn)	-6	1.6%	0	-10	-3	-6	-1.1	-9	-2
28	O=C1CCCc2ccccc2N1Cc1c(Cl)cccc1Cl	39	0.7%	2	-16	6	17	0.5	?	-4
29	Cc1nnsc1C(=O)Nc1ccc(S(=O)(=O)N2CCC(C)CC2)cc1	-48*	-0.1%	21	4	-9	0	0.3	-4	-4
30	O=C(c1ccc(N2CN(C(=O)c3ccco3)c3nc4ccccc4nc32)cc1)N1CCOCC1	3	1.7%	2	-5	4	7	-0.1	-5	-1
31	COc1ccc(C2CC(c3ccccc3)=NN2C(=S)Nc2ccccc2)cc1 (stereo not drawn)	-13	6.7%	2	4	-2	12	1.5	-34	-3
32	Cc1ccc(Sc2nc3ccc(C)cn3c(=O)c2/C=N/O)cc1	-2	1.1%	2	8	2	0	-0.6	?	-1
33	CCN(CC)CCCCOc1ccccc1OC	16	0.9%	2	14	-3	-12	-0.4	13	21
34	O=S(=O)(c1ccccc1)N1CCN(C(=S)Nc2ccccc2Cl)CC1	-16	-3.2%	1	-2	-5	10	0.5	0	-11
35	COc1cc(NC(=O)C(CC(C)C)N2Cc3ccccc3C2=O)cc(OC)c1 (stereo not drawn)	-10	0.1%	1	.	0	0	-1.7	-28	3
36	COc1cccc(CN(C(=O)COc2ccc(C)cc2)C2CCS(=O)(=O)C2)c1 (stereo not drawn)	4	-2.8%	1	.	-1	9	.	-6	22
37	O=C(NNS(=O)(=O)c1ccccc1)C1CC(c2cccnc2)=NO1 (stereo not drawn)	-25	0.6%	2	6	5	-1	0.9	-3	-7
38	CCC(Oc1ccc(F)cc1)C(=O)N1CCCCCCC1 (stereo not drawn)	17	-0.2%	-4	2	-4	2	1.2	0	-3
39	O=C(CSc1nc2nc[nH]c2c(=O)[nH]1)NC1CCCCC1	-8	4.8%	3	48*	0	-6	0.5	0	0
40	COc1ccc(-n2c(SCC(=O)Nc3ccc4c(c3)OCO4)nc3c(c2=O)SCC3)cc1	-8	-1.0%	3	-30	1	7	-1.5	7	0
41	CC1(C)CC(NC(=O)c2coc(=O)c(Br)c2)CC(C)(C)N1	0	0.8%	0	10	0	5	-0.3	-13	7
42	CC(=O)c1ccc(N2CCN(CC(=O)Nc3ccc(N4CCOCC4)cc3)CC2)cc1	0	-2.2%	4	.	3	.	.	.	-1
43	CCOCCCNCc1ccc(OC)cc1	0	-0.4%	0	-2	-3	-6	1.1	-3	9
44	O=C(NC(=S)Nc1ccc(Br)cn1)c1cccnc1	-3	-0.6%	3	12	1	-2	0.2	15	-1
45	CCc1n[nH]c(=S)n1/N=C/c1c[nH]c2ccc(Br)cc12	-4	0.7%	1	-2	-6	1	2.3	-29	2
46	COc1ccc(C2C(C#N)=C(N)SC(N)=C2C#N)cc1OC	-10	21%	6	-28	-2	3	0.5	2	0
47	Cc1ccc(C)c(NCC(O)c2ccccc2)c1 (stereo not drawn)	2	0.3%	-1	6	-2	3	-0.7	-8	2
48	O=C(NCc1ccco1)C(c1ccccc1F)N(Cc1cccnc1)C(=O)Cn1nnc2ccccc21 (stereo not drawn)	-14	1.2%	0	7	7	14	0.0	3	-2
49	CCc1sc(C(=O)NCCCn2ccnc2)cc1Br	6	0.3%	2	-8	-11	-27	0.2	1	31*
50	O=C(CNC(=O)C1CCCCC1)NCc1ccco1	12	1.5%	4	-8	-9	4	-0.1	-1	-1
51	Cc1cc(C)n(-c2nc3ccccc3c(=O)n2OCCOc2ccccc2)n1	0	-1.6%	0	0	0	6	0.1	-25	7
52	CC1CCCC(C)N1C(=O)c1cc(-c2ccc3c(c2)OCO3)on1 (stereo not drawn)	-21	-0.8%	26	-1	-7	-16	-0.1	-5	-9
53	Cc1cc(C)c(OCCCCCNCCO)c(C)c1	-2	-0.7%	15	4	-3	-24	0.1	8	-2
54	Cc1cccc(NC(=O)c2ccc3ccccc3n2)c1C	9	0.3%	1	-5	7	17	0.3	5	7

Entries above that have an aryl methoxy group (9):
#	Structure	D1 antag	RXFP1 agonist	D1 agonist	D2 antagonist	D1 PAM	D2 potentiator	D2 agonist	RXFP1 antagonist	TRHR PAM
11	COc1ccc(C(=O)Nc2cccnc2)cc1	-9	0.1%	7	10	-4	-16	-0.4	-16	-3
19	COc1ccc(CNC(=O)c2nccnc2CO)cc1	-3	-0.1%	1	-9	1	-2	-0.3	-5	1
31	COc1ccc(C2CC(c3ccccc3)=NN2C(=S)Nc2ccccc2)cc1 (stereo not drawn)	-13	6.7%	2	4	-2	12	1.5	-34	-3
33	CCN(CC)CCCCOc1ccccc1OC	16	0.9%	2	14	-3	-12	-0.4	13	21
35	COc1cc(NC(=O)C(CC(C)C)N2Cc3ccccc3C2=O)cc(OC)c1 (stereo not drawn)	-10	0.1%	1	.	0	0	-1.7	-28	3
36	COc1cccc(CN(C(=O)COc2ccc(C)cc2)C2CCS(=O)(=O)C2)c1 (stereo not drawn)	4	-2.8%	1	.	-1	9	.	-6	22
40	COc1ccc(-n2c(SCC(=O)Nc3ccc4c(c3)OCO4)nc3c(c2=O)SCC3)cc1	-8	-1.0%	3	-30	1	7	-1.5	7	0
43	CCOCCCNCc1ccc(OC)cc1	0	-0.4%	0	-2	-3	-6	1.1	-3	9
46	COc1ccc(C2C(C#N)=C(N)SC(N)=C2C#N)cc1OC	-10	21%	6	-28	-2	3	0.5	2	0

Source: PubChem BioAssay

An excerpt; rates above refer to the full screens.
